Compound activity as filed in PubChem.
NALP1 yeast inh – blocks the NALP1 inflammasome reconstituted in yeast; inhibition, % at 10 µM; 0.61% of 280,000 active; S. cerevisiae NALP1/ASC/caspase-1 growth, X-gal OD620, 72 h; in the data active means inhibition mostly above about 24%, no sharp cut-off; inactive means mostly below about 32%; further: some compounds called inactive have numbers as strong as hits
GPR7 antagonist – blocks human GPR7 receptor signaling; inhibition, % at 4.4 µM; P48145; GPR7-expressing cells, fluorescence antagonist assay; AID 1861; 1.1% of 290,000 active; in the data active means inhibition above about 16%, passing the limit was not always enough;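 further: cells stimulated with the agonist NPW; 0% = agonist with vehicle and 100% = vehicle without agonist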
Target sequence (P48145 whole entry, looked up): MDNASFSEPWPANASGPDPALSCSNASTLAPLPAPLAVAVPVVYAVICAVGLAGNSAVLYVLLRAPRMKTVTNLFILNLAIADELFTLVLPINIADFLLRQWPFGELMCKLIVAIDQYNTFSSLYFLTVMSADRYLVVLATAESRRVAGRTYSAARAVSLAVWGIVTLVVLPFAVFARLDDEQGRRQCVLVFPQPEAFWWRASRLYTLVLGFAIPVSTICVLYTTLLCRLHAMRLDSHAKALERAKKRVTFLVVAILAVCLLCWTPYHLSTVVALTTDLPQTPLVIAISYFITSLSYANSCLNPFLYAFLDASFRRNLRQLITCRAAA
MEKK2 WT-MEK5 – raises or lowers MEK5 binding to wildtype human MEKK2 PB1 domain | 1.1% of 290,000 active | bead flow cytometry, Alexa488-MEK5 binding to MEKK2 WT; actives lie on both sides | AID 1531 | binding response (% of control), % at 10 µM | Q9Y2U5; in the data active means binding response below about 67% or above about 130%
MEKK3 PB1 HTS – MEKK3-MEK5 PB1 interaction, increase or decrease. bead-based flow cytometry, Alexa488-MEK5 binding to MEKK3; actives lie on both sides; 0 = blocked by unlabeled MEK5, 100 = vehicle. binding response (% of control), % at 10 µM. 1.4% of 290,000 active;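 active means binding response more than 3 SD above or below the average of its plate-row segment, actives on both sides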;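 further: Alexa488 bead fluorescence after subtracting the streptavidin-only scavenger bead signal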
Target sequence (Q99759 whole entry, looked up): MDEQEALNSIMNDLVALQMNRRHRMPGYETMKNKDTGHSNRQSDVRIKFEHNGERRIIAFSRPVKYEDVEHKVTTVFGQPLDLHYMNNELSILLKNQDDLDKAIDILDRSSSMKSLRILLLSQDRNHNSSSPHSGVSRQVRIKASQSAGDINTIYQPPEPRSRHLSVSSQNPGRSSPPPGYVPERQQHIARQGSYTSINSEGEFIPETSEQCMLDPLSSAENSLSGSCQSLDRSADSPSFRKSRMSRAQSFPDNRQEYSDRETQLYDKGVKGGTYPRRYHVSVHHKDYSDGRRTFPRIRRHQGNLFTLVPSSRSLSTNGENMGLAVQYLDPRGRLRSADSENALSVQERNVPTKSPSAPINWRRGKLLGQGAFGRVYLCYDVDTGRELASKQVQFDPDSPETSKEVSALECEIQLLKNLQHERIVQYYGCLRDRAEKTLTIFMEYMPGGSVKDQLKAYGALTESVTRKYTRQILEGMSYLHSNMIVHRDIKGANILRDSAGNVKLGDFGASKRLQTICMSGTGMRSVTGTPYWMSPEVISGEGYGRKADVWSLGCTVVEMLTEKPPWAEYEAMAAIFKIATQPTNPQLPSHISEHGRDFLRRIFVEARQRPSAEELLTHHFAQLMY
MEKK2 mut-MEK5 – signal of MEK5 binding to mutant human MEKK2 PB1 domain | bead flow cytometry, Alexa488-MEK5 binding to MEKK2 mutant | percent response, % at 10 µM | 0.35% of 290,000 active | AID 1530; in the data active means percent response above about 24%, passing the limit was not always enough; further: inactives centre near 1; some results filed as inactive read as strong as hits; reference of the scale not given here
GalR3 antag – human GalR3 antagonism. O60755. HEK293 GalR3-CNG cAMP membrane potential fluorescence; galR3 body fused to GalR1 C-terminus. inhibition, % at 3 µM. 0.44% of 360,000 active. AID 651719;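 active means inhibition above the screen-wide average plus 3 SD, cut at about 13% in these data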;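 further: forskolin and galanin both at EC90 stimulate the cells; cAMP rise reported by CNG channel membrane potential dye signal; 0% = forskolin plus galanin with DMSO and 100% = forskolin alone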
PHOSPHO1 inh – blocks human PHOSPHO1 phosphatase activity; recombinant PHOSPHO1, absorbance phosphatase assay; 1.1% of 290,000 active; inhibition, % at 13.3 µM; Q8TCT1; in the data active means inhibition above about 60%
OXTR ag – human OXTR agonism; CHO-OTR cells, Fluo-8 calcium fluorescence; normalized: DMSO 0%, oxytocin 100%; activation, % at 3 µM; 0.32% of 320,000 active;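 active means activation above the mean of all tested compounds plus 3 SD, cutoff set per screening run, cut at about 20% in these data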;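 further: peak over basal fluorescence ratio from a 100 s FLIPR kinetic read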
V1R ag counter – V1a receptor agonism, counter-screen for OXTR agonists; 0.25% of 320,000 active; AID 2797; activation, % at 3 µM; CHO-V1R cells, Fluo-8 calcium fluorescence, agonist mode; 0% DMSO, 100% 3 nM vasopressin; P37288;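 active means activation above the mean activation of all tested compounds plus 3 SD, per screening run, cut at about 20% in these data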;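 further: signal is peak over basal fluorescence ratio across a 100 second FLIPR read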
* marks the source's active call; other numbers are inactive results; nt = no result given; [ ] = another dose, or the depositor's remark.

SMILES	NALP1 yeast inh	GPR7 antagonist	MEKK2 WT-MEK5	MEKK3 PB1 HTS	MEKK2 mut-MEK5	GalR3 antag	PHOSPHO1 inh	OXTR ag	V1R ag counter
NS(=O)(=O)c1ccc(CCNC(c2ccccc2)c2ccccc2)cc1	-5	-19	95	99	-4	1	28	1.3	0.8
Cc1ccc(-n2ncc3c2CC(C)(C)CC3NC(=O)CCc2ccncc2)cc1 (configuration not stated)	9	1	85	88	-10	-2	46	-1.1	-0.5
CC(C(=O)O)N1C(=O)CSc2ncccc21 (configuration not stated)	-13	21	106	102	2	-3	-1	0.0	1.2
COc1nc(OC)nc(N2CCC(C(=O)Nc3cccc4ccccc34)CC2)n1	0	-11	94	99	-3	-4	-15	-2.1	-1.1
COc1ccc(OC)c(S(=O)(=O)NC(C)(C)C)c1	10	7	104	102	2	1	31	-1.1	0.0
CS(=O)(=O)Nc1ccc(S(=O)(=O)N2CCCC2)cc1	1	7	95	99	-2	-4	22	1.6	1.4
O=C(c1nn2c(C(F)(F)F)cc(-c3ccco3)nc2c1Br)N1CCCc2ccccc21	nt	-17	111	127	0	-3	-13	-2.1	-0.8
CCCS(=O)(=O)c1c(S(=O)(=O)CCC)c2ccc(C(N)=O)cn2c1C(=O)OC	-12	-15	99	99	-2	3	10	0.6	-0.6
Cc1ccc(C(C)C)c(OCCCCN2CCNCC2)c1	4	-5	130	111	6	-9	3	3.0	2.6
c1ccc(Oc2cccc(CN3CCCCC3)c2)cc1	3	3	87	87	-6	-2	15	1.1	0.9
COc1cccc2c(=O)n(CC(=O)N3CCC(C)CC3)ccc12	32	3	109	105	6	nt	-26	-0.4	0.9
Nc1nc(COc2ccc3ccccc3c2)cs1	24	-8	95	93	-10	-5	-12	2.9	2.3
O=C(N/N=C/c1c[nH]c2ccccc12)c1ccc(Br)cc1	-6	-2	99	101	-1	-12	10	0.9	0.4
O=C(NCc1ccccc1)c1ncn[nH]1	nt	-6	100	96	1	4	14	1.8	0.2
COc1ccc(N/N=C(/C#N)S(=O)(=O)C(C)(C)C)cc1	9	-6	84	88	-10	-3	28	1.5	2.0
COc1ccc(-c2csc(NC(CO)c3nc4ccccc4n3CCOCCO)n2)cc1 (configuration not stated)	nt	nt	102	98	0	-5	nt	0.8	0.7
CC(=O)Nc1ccc2nc(SCC(=O)Nc3ccc(N4CCOCC4)c(Cl)c3)sc2c1	10	2	95	97	-8	-1	-99	1.3	1.2
COC(=O)COc1ccc(C2NC(=O)NC(c3ccccc3)=C2C(C)=O)cc1Br (configuration not stated)	-10	1	100	99	3	-11	29	0.3	0.7
O=C(CC1COc2ccccc2O1)Nc1ccccn1 (configuration not stated)	15	-6	102	100	0	-4	-21	0.0	-0.8
O=C(Nc1nnc(C2CC2)s1)c1cc(S(=O)(=O)N2CCCCC2)ccc1N1CCOCC1	nt	-13	104	101	4	2	16	-0.2	0.7
CCOc1ccc(OCC)c(NC(=O)c2[nH]c(C)c(C(C)=O)c2C)c1	18	-7	110	108	4	-3	31	-1.2	0.6
C=C(C)CSc1nnc2n(Cc3ccccc3)c(=O)c3c4c(sc3n12)CCC4	12	-3	nt	nt	nt	-3	17	nt	nt
COc1ccc(NC(=O)CSc2nnc(CN3CCOCC3)n2-c2ccccc2)cc1Cl	nt	-5	99	101	3	-1	30	0.9	1.6
CCC1=NN(C(=O)Cc2ccc([N+](=O)[O-])cc2)C(O)(C(F)(F)F)C1 (configuration not stated)	2	1	100	102	4	-5	-14	4.5	2.6
COc1ccc(N2CC(NC(=O)N3CCc4ccccc43)CC2=O)cc1OC (configuration not stated)	-4	-5	105	108	-1	-3	9	1.3	1.0
CC(NS(=O)(=O)c1ccc(F)cc1)C(c1cccs1)N1CCN(C)CC1 (configuration not stated)	10	-2	94	103	5	-7	18	1.7	0.5
COc1ccc(-c2cc(C(F)(F)F)n3nc(C(=O)N4CCCC4)cc3n2)cc1	-11	-5	98	95	-4	-2	15	-1.2	-0.6
CCC(C)Sc1nc2c([nH]c3ccccc32)c(=O)n1C (configuration not stated)	nt	-5	107	105	5	0	26	-0.6	-0.2
COc1cccc(NC(=O)N2CCN(c3cccc(C)c3C)CC2)c1	17	-1	0.0*[inhibitor]	0.0*[inhibitor]	-17	-6	0	3.8	2.9
CCCC(=O)N1CCC(Cc2ccccc2)CC1	12	-1	104	106	4	-12	39	-0.9	0.8

Exported bar-delimited: entries from further up
SMILES | NALP1 yeast inh | GPR7 antagonist | MEKK2 WT-MEK5 | MEKK3 PB1 HTS | MEKK2 mut-MEK5 | GalR3 antag | PHOSPHO1 inh | OXTR ag | V1R ag counter
COc1ccc(-c2cc(C(F)(F)F)n3nc(C(=O)N4CCCC4)cc3n2)cc1 | -11 | -5 | 98 | 95 | -4 | -2 | 15 | -1.2 | -0.6
CCC(C)Sc1nc2c([nH]c3ccccc32)c(=O)n1C (configuration not stated) | nt | -5 | 107 | 105 | 5 | 0 | 26 | -0.6 | -0.2

New compounds follow.
SMILES	NALP1 yeast inh	GPR7 antagonist	MEKK2 WT-MEK5	MEKK3 PB1 HTS	MEKK2 mut-MEK5	GalR3 antag	PHOSPHO1 inh	OXTR ag	V1R ag counter
O=C1N/C(=N\N=C\c2cccnc2)SC1Cc1ccc(SC(F)F)cc1 (configuration not stated)	50	0	94	96	-1	-3	8	-0.4	0.3
Cc1ccc(C(=O)N2CCN(c3ccc([N+](=O)[O-])cc3)CC2)o1	4	-7	97	96	1	-5	31	1.6	2.8
O=c1[nH][nH]c(-c2ccccc2)c1C=Nc1cccc(Cl)c1	-9	-5	95	95	-2	1	-3	0.7	-0.3
O=C(CSc1nnc(SCc2cccc3ccccc23)s1)Nc1ccc(C(=O)O)cc1	-7	-4	99	101	2	-5	-17	1.0	-0.2
COCCNC(=O)NC(=O)COC(=O)c1ccc2[nH]c3c(c2c1)CCCC3	8	-22	106	111	3	-2	-1	3.8	0.8
COC(=O)C1=C(C)NC(=O)/C1=C\c1ccc2c(c1)OCO2	2	-1	104	106	0	-3	-1	0.1	0.5
CCNC(=S)N/N=C/c1ccco1	-9	6	108	101	7	3	19	0.8	0.9
Cc1cc(C(C)(C)C)cc(C)c1Cn1c2[n+](c3ccc(C(F)(F)F)cc31)CCCCC2	-12	33*	123	86	0	-5	-123	0.2	-0.4
CC1CN(c2ccc(NC(=O)c3ccco3)cc2C(=O)O)CC(C)O1 (configuration not stated)	6	-6	100	106	5	-4	20	0.0	-1.1
COc1ccc(NC(=O)CNC(=O)Cn2c(C)cc3ccccc3c2=O)cc1OC	22	-10	100	104	-2	4	12	-0.1	0.5
CCC(C)C(NC(=O)C(CC(C)C)NC(=O)C(CO)NC(=O)C1CCC(=O)N1)C(=O)OC (configuration not stated)	-7	8	99	99	0	-7	-8	0.4	0.0
O=C(NCc1ccc(Cl)cc1)C1CCCN(S(=O)(=O)c2cnc[nH]2)C1 (configuration not stated)	-15	-8	102	100	0	-3	13	0.5	-0.5
COc1ccc(N(CC(=O)N/N=C/c2ccc3c(c2)OCO3)S(=O)(=O)c2ccccc2)cc1	17	1	90	101	-11	nt	24	-0.5	0.2
CCOc1ccccc1NC(=O)CSc1nc2c(c(=O)n1C)SC(C)C2 (configuration not stated)	nt	-3	111	109	2	0	-7	0.8	4.0
COc1cc2c(cc1OC)CN(C(=O)/C=C/c1ccc([N+](=O)[O-])cc1)CC2	-5	0	102	102	0	-6	52	2.6	3.0
O=C1CC2CS(=O)(=O)CC2N1c1ccc(Oc2ccccc2)cc1 (configuration not stated)	11	-10	101	99	2	-2	-5	0.3	1.8
CSc1nc(NCc2ccccc2)c2c3c(sc2n1)CN(C)CC3	29	6	113	96	12	5	11	6.0	1.2
Cc1ccccc1-n1c(=O)[nH]c(=O)c2c(N)c(C(=O)c3ccc(Cl)cc3)sc21	24	-1	104	99	10	-9	-11	-0.9	0.6
CNC(=O)c1ccc(S(=O)(=O)c2ccc(Cl)cc2)c(NC(C)=O)c1	15	-1	96	91	-3	-6	24	-0.4	0.8
O=C(Nc1ncc2c(n1)-c1ccccc1OC2)c1ccccc1Cl	5	-10	96	102	-1	-4	28	-1.6	-0.4
S=C(c1c[nH]c2ccccc12)N1CCCC1	-13	0	91	98	-9	-5	37	0.8	-0.1
Cc1ccc([N+](=O)[O-])cc1N=C(c1cccc([N+](=O)[O-])c1)N1CCOCC1	-3	3	108	103	4	-2	-18	-2.4	-1.1
O=[N+]([O-])c1ccc(OCCCCCN2CCOCC2)cc1	13	-2	115	111	16	-3	36	0.3	1.8
N#Cc1ncn(-c2ccc(Oc3ccccc3)cc2)c1N	6	8	108	103	2	-4	39	1.8	0.5
O=C(O)c1nc(NCCc2ccccc2)ncc1Cl	13	-13	97	102	-1	-8	36	1.0	0.6
CCNC(=S)NC(=NCc1cccnc1)Nc1nc(C)cc(C)n1	12	5	89	86	-7	-5	8	-1.1	0.6
COc1cc(/C=C/C(=O)Nc2cc(S(=O)(=O)N3CCOCC3)ccc2N2CCCC2)cc(OC)c1OC	2	3	92	97	-5	-2	-65	-0.3	-0.2
CCNS(=O)(=O)c1ccc(CCC(=O)N2CCN(c3ccccc3)CC2)cc1	nt	-10	100	96	4	-6	nt	-2.0	-0.3
Cc1ccc(S(=O)(=O)NCc2ccccc2)cc1C(=O)NC1CCC(C)CC1 (configuration not stated)	-7	-20	108	104	7	-4	33	-1.0	3.5
CC(C)=CCN1CCN(CCCc2ccccc2)CC1CCO (configuration not stated)	14	-4	120	113	14	-8	-24	0.2	2.2

5 compounds from above, reduced to PHOSPHO1 inh and OXTR ag:
structure	PHOSPHO1 inh	OXTR ag
N#Cc1ncn(-c2ccc(Oc3ccccc3)cc2)c1N	39	1.8
O=C(O)c1nc(NCCc2ccccc2)ncc1Cl	36	1.0
CCNC(=S)NC(=NCc1cccnc1)Nc1nc(C)cc(C)n1	8	-1.1
COc1cc(/C=C/C(=O)Nc2cc(S(=O)(=O)N3CCOCC3)ccc2N2CCCC2)cc(OC)c1OC	-65	-0.3
CCNS(=O)(=O)c1ccc(CCC(=O)N2CCN(c3ccccc3)CC2)cc1	nt	-2.0

Continuation:
SMILES	NALP1 yeast inh	GPR7 antagonist	MEKK2 WT-MEK5	MEKK3 PB1 HTS	MEKK2 mut-MEK5	GalR3 antag	PHOSPHO1 inh	OXTR ag	V1R ag counter
Cc1ccn2cc(CCNC(=O)c3ccc(Br)o3)nc2c1	nt	-4	107	102	8	nt	5	-0.6	0.1
COCc1[nH]nc2c1C(c1ccc(OC)cc1)C(C#N)=C(N)O2 (configuration not stated)	4	1	108	105	2	-3	-3	1.0	1.1
Nc1ccc(OCc2ccco2)cc1	-1	-14	102	102	2	-1	34	0.0	-0.1
O=C(CSc1ccccc1)Nc1ccc(S(=O)(=O)NCC2CCCO2)cc1 (configuration not stated)	9	-13	89	89	-4	-1	32	3.8	2.5
Cc1occc1C(=O)Nc1ccc(S(=O)(=O)N2CCCC2)cc1	22	-5	97	96	-9	-3	-3	0.6	0.5
O=C(NC(=S)Nc1ccccc1N1CCOCC1)c1ccc(Br)cc1	-16	-26	103	108	8	-4	nt	-1.0	1.3
Cc1cc(NC(=O)NC2CC(=O)N(c3ccc4c(c3)OCCO4)C2)no1 (configuration not stated)	36	-7	97	86	-2	-5	-32	-1.5	2.3
COc1cc(NC(=O)CCNC(=O)Cn2cnc3sc4c(c3c2=O)CCCC4)cc(OC)c1OC	13	-8	102	101	-1	-8	14	0.2	-0.5
O=C(CSc1ncnc2ccccc12)NCc1ccco1	-4	11	103	102	3	-1	8	-0.6	0.2
O=C(NCc1ccco1)c1ccc(C(=O)NCc2ccco2)s1	-8	0	110	106	12	-4	1	-1.0	0.4
Cc1ccc(N2CCN(C(=O)c3cn(CC4CCCCC4)nn3)C(C)C2)cc1 (configuration not stated)	14	-18	109	109	7	-5	40	-1.3	7.8
